High-throughput results (PubChem)
EBI2 block – blocks human EBI2 receptor beta-arrestin signaling. EBI2 beta-arrestin recruitment, luminescence, 7a,25-OHC stimulated. AID 651636. inhibition, % at 5 µM. 360,000 compounds, 0.81% hits. P32249; in the data active = inhibition above about 38%;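 note: enzyme fragment complementation signal reports receptor beta-arrestin coupling in cells; 0% = agonist plus DMSO wells and 100% = wells without agonist; some results beyond the cut were filed as inactive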
Target sequence (P32249 whole entry, looked up, the tested form may be a part): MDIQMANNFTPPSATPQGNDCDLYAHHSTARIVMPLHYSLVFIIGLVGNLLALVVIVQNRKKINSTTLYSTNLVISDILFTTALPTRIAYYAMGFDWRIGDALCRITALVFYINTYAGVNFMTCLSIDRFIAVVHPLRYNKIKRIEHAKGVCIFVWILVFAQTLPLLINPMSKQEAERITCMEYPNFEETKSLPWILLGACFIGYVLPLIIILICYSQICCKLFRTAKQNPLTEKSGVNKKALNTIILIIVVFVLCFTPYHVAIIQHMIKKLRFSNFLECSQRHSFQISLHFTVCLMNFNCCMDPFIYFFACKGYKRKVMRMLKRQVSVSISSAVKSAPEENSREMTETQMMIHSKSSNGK
CXCR6 block – CXCR6 (human) receptor inhibition; O00574; CHO-K1 PathHunter CXCR6 beta-arrestin, luminescence; inhibition, % at 20 µM; 360,000 compounds, 0.36% hits; in the data active = inhibition above about 34%, passing the limit was not always enough;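 note: antagonist mode with CXCL16 agonist at 10 nM final; 0% = 10 nM CXCL16 with DMSO and 100% = unstimulated wells without agonist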
CCR6 antag – antagonists of human CCR6 receptor; inhibition, % at 20 µM; 340,000 compounds, 0.49% hits; CHO-K1 CCR6 PathHunter beta-arrestin, luminescence, CCL20-stimulated; P51684;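 active = compounds whose inhibition of the agonist-driven luminescence signal at 20 µM reaches about 50%, limit read from the data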;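 note: cells stimulated with CCL20 at 14 nM final; plate controls were DMSO with CCL20 for no effect and DMSO without agonist for full effect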
ATG4B inh – inhibitors of human ATG4B cysteine protease; ATG4B cleavage of LC3-PLA2, NBD-HPC fluorescence, 1 h; inhibition, % at 8.33 µM; 340,000 compounds, 0.51% hits; AID 504462; in the data active = inhibition above about 40%
Gli-Sufu block – Gli-Sufu pathway antagonism. Sufu-KO-LIGHT fibroblasts, Gli luciferase reporter luminescence. inhibition, % at 5 µM. 340,000 compounds, 0.74% hits. AID 588413;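 active = inhibition above about 55%, limit read from the data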;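 note: 0% = DMSO-treated cells and 100% = wells with medium but no cells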
APJ antagonist – blocks the human apelin receptor APJ. P35414. CHO-K1 APJ beta-arrestin complementation, luminescence. inhibition, % at 20 µM. 330,000 compounds, 0.32% hits. AID 2521;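 active = inhibition above about 40% at 20 µM, limit read from the data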;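 note: cells challenged with 10 nM apelin-13 agonist together with compound; plate controls were apelin-13 plus DMSO wells for no effect and DMSO wells lacking apelin-13 for full effect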
Target sequence (P35414 whole entry, looked up): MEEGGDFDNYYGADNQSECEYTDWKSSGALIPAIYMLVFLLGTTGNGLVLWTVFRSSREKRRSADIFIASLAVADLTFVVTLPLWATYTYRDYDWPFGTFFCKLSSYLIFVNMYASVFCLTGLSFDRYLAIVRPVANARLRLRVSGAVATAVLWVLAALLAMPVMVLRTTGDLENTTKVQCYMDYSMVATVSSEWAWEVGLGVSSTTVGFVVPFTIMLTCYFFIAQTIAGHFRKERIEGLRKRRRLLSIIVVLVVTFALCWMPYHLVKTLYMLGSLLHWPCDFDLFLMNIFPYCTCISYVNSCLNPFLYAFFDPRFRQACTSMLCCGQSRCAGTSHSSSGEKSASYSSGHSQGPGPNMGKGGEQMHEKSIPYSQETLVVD
APJ ag – agonists of human APJ apelin receptor | activation, % at 20 µM | CHO-K1 APJ PathHunter beta-arrestin, luminescence; 0% DMSO wells, 100% apelin | 330,000 compounds, 0.11% hits | P35414;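 active = activation more than six SD over the plate average, tested at 20 µM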;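 note: 0% = DMSO alone and 100% = apelin-13 at 10 nM; some results filed as inactive read as strong as hits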
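Test system: CHO-K1 APJ beta-arrestin complementation cell line. Amount: cell density 1000 per well. Controls: DMSO negative, 10 nM Apelin-13 positive. Signal: luminescent beta-gal fragment complementation, chemiluminescent substrate. Read-out basis: agonist-driven arrestin binding to APJ. Timing: compound stimulation 90 min at 25 °C, detection 60 min.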
UBC13 inh – blocks human UBC13 polyubiquitin chain formation | P61088 | TR-FRET | inhibition, % at 20 µM | 330,000 compounds, 0.47% hits; in the data active = inhibition above about 45%, passing the limit was not always enough
Target sequence (P61088 whole entry, looked up): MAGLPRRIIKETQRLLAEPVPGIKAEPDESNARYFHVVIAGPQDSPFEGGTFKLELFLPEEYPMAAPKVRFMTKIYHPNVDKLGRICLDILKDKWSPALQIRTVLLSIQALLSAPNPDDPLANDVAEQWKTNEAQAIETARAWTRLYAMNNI
* marks the source's active call; other numbers are inactive results; i = inactive; · = not tested or not shown.

SMILES	EBI2 block	CXCR6 block	CCR6 antag	ATG4B inh	Gli-Sufu block	APJ antagonist	APJ ag	UBC13 inh
CC(=O)N1c2ccccc2NC2=C(C(=O)CCC2)C1c1ccco1 (stereo unspecified)	-8	-2	5	2	12	1	0	-6
CN1CCN(NC(=O)CN2C(=O)S/C(=C\c3c(Cl)cccc3Cl)C2=O)CC1	1	-12	9	-4	9	13	-4	-1
Cc1ccc(Cl)cc1S(=O)(=O)N1CCC(C(=O)NC2CCN(Cc3ccccc3)CC2)CC1	7	-2	-5	-4	53	6	5	9
CCc1nnc(NC(=O)Cc2cccs2)s1	-4	3	1	-3	-2	-30	-4	-12
CC(=O)c1cc2c(cc1NC(=O)CN(C)S(=O)(=O)c1cccs1)OCO2	6	-7	12	-1	11	-2	0	10
Cn1c(N)c(C(=O)CSc2nnc(C3CC3)n2Cc2ccccc2)c(=O)[nH]c1=O	-3	0	0	-21	1	1	-4	1
CC1CCCC(C)N1C(=O)c1cc(-c2cccs2)on1 (stereo unspecified)	8	4	3	24	-39	-19	0	-20
CCCCN(C)C1=CC2=CC(=C(C#N)C#N)CCC2CC1 (stereo unspecified)	-11	-20	-26	-75	27	-20	8	i
COc1ccc(-c2ccc([C@H]3[C@@H]4C=CCC[C@@]4(C)C(=O)N3Cc3ccccc3)c(F)c2)cc1	19	7	15	18	19	7	-2	-2
Cc1nc(C(=O)Nc2cccc(Cl)c2)nn1-c1cc(OC(C)C)c(Cl)cc1Cl	28	4	30	-1	6	25	-3	0
N#CCSc1ccccc1NC(=O)CN1C(=O)C(=O)N(Cc2ccccc2)C1=O	-4	0	3	-2	-2	14	-2	-3
CN1C(=O)c2cccc(N(C)C)c2C1=O	0	-6	10	-12	7	7	7	-16
CC(=O)N1CCN(C(=O)c2cc3c(s2)CCC(C)C3)CC1 (stereo unspecified)	3	4	2	-1	-26	4	-6	-2
COc1ccc(OC)c(Nc2nc(-c3sc(NC(=O)C(C)(C)C)nc3C)cs2)c1	11	-17	2	-15	-12	-7	-1	-2
COc1ccc(C(CNC(=O)c2cccc(NS(=O)(=O)c3ccc(C)c(F)c3)c2)N2CCOCC2)cc1 (stereo unspecified)	9	4	6	-3	12	-12	-7	6
O=C(NC1CCCCCCC1)c1cc(COc2ccc3ncccc3c2)on1	2	-4	2	18	73*	·	·	·
COc1cc(Br)cc(Br)c1OCC(=O)N/N=C/c1c(C)n(C)n(-c2ccccc2)c1=O	5	30	34	-3	10	13	-1	-7
CCCOc1ccc(/C=N/NC(=O)CSc2ccccn2)cc1OC	-2	3	-1	-15	-15	11	-4	-4
Cc1ccc(S(=O)(=O)N2CCNC(=O)CC2)cc1	-4	-2	5	-6	2	5	-2	10
CCC(CC)C(=O)Nc1cccc(C(=O)NCCc2ccccc2)c1	11	5	4	-5	-23	-9	-3	4
COc1cccc(/C=N/NC(=O)CN(C)S(=O)(=O)c2ccccc2)c1OC	-5	13	-3	-9	-25	-2	-4	-11
O=S(=O)(Nc1nc(CN2CCOCC2)nc2sc3c(c12)CCCC3)c1cc(F)ccc1F	3	-10	1	-8	3	6	-3	0
O=C1/C(=C/c2ccccc2)CN(C(=O)CCN2CCOCC2)C/C1=C\c1ccccc1	18	31	53*	5	6	·	·	·
O=C(Nc1ccc(Br)cc1)c1cc([N+](=O)[O-])cc([N+](=O)[O-])c1	8	10	-13	-1	-11	-20	8	0
CCN(CC)Cc1c(O)ccc2cc(-c3nc4ccccc4n3C)c(=O)oc12	-4	-6	8	9	-23	-9	-3	15

Two records picked at random from those above:
SMILES	EBI2 block	CXCR6 block	CCR6 antag	ATG4B inh	Gli-Sufu block	APJ antagonist	APJ ag	UBC13 inh
COc1cccc(/C=N/NC(=O)CN(C)S(=O)(=O)c2ccccc2)c1OC	-5	13	-3	-9	-25	-2	-4	-11
CC(=O)N1c2ccccc2NC2=C(C(=O)CCC2)C1c1ccco1 (stereo unspecified)	-8	-2	5	2	12	1	0	-6

Next part:
SMILES	EBI2 block	CXCR6 block	CCR6 antag	ATG4B inh	Gli-Sufu block	APJ antagonist	APJ ag	UBC13 inh
CCOC(=O)c1cc[nH]c1C	3	-2	4	-10	-5	-3	0	6
CC1=CCC[C@@H]2[C@@](C)(CC/C(C)=C/C(=O)O)[C@H](C)CC[C@@]12C	9	-14	5	79*	-7	-1	-2	1
COc1cc(/C=C(\C#N)C(=O)Nc2ccccc2F)ccc1OCCN1CCOCC1	-3	-2	8	3	-2	-46	11	-11
O=C(CSc1ccc(-c2ccco2)nn1)NCc1ccc(Cl)cc1	5	8	6	1	4	4	2	-3
COc1ccc(-c2cn3cc(Br)cnc3n2)cc1	-9	0	-8	9	13	2	3	-6
Cc1ccc(C(=O)Nc2ccccc2C(=O)Nc2ccccn2)cc1Cl	-15	-1	-4	-8	-8	-24	-1	10
C/C(N)=C(/C#N)C(=O)COC(=O)c1cc2c(s1)CCC(C)C2 (stereo unspecified)	-22	4	-7	-6	3	-3	6	-13
COc1ccc(C2c3cc(OC)c(OC)cc3CC3C(=O)OCC32)cc1OC (stereo unspecified)	-1	-5	8	-4	3	·	·	·
C[C@@]12C(=O)Nc3cc(F)c(F)cc3C(=O)N1[C@H]1c3cc(Cl)ccc3OC[C@@H]1[C@@H]2c1ccccc1	4	12	16	-6	17	16	-1	-4
O=C(OCC(=O)N1CCN(c2ccccc2)CC1)c1nc(Cl)ccc1Cl	1	3	5	3	-2	-61	0	0
CN(C)c1nc(Oc2ccc(/C=N/O)cc2)nc(N(C)C)n1	1	2	-6	7	-3	-1	-5	1
CCc1ccc(N(CC)C(=O)c2cn(C)c(=O)c3ccccc23)cc1	-7	-8	5	-7	20	-2	-3	-6
CC1(C)CC(=O)/C(=N/Nc2ccc(Cl)cc2)CO1	5	-2	18	-1	-70	-24	-3	3
O=C(Cn1cnc2cc([N+](=O)[O-])ccc2c1=O)NCCc1ccc(F)cc1	-6	-2	-1	-13	4	-24	1	-10
O=C(/C=C/c1ccc([N+](=O)[O-])cc1)NCCc1ccccc1	7	-15	-2	-8	-30	12	-7	-6
Cc1cc(-c2nnnn2-c2cc(Cl)cc(Cl)c2)no1	0	1	5	-5	-3	7	-4	1
COc1ccc(N(CC(O)CN2CCCCC2)S(=O)(=O)c2ccc(C)cc2)cc1 (stereo unspecified)	-3	8	7	-2	4	13	-3	0
CCN(C(=O)COC(=O)c1ccccc1O)c1nc2ccccc2s1	5	-3	4	0	-3	-8	-4	-7
C=CCn1c(CCNC(=O)c2cccs2)nnc1SCC(=O)Nc1cccc(F)c1	-5	5	-11	-3	-4	-3	-4	6
CCSC1=NCN(CCCC(=O)O)CN1	4	-7	2	-1	0	-33	7	3
COc1ccc(S(=O)(=O)NCCCCCC(=O)NCCCN2CCOCC2)cc1	-10	6	-22	10	32	10	-3	-1
CCC(=O)N1N=C(c2ccc(Cl)cc2)CC1c1ccco1 (stereo unspecified)	-4	6	5	7	1	7	0	6
COc1ccc2c(c1)c(C(=O)O)c(C)n2-c1ccccc1	1	7	2	0	1	17	0	-7
COc1cccc(/C=N\NC(=O)c2ccc(C)nc2)c1	4	-9	-13	6	·	-10	3	-2
CCOc1cc2[nH]c(=S)n(Cc3ccc(C)o3)c(=O)c2cc1OCC	17	5	2	19	12	-15	-2	1

The closing 4 compounds of the part above lead into the next:
SMILES	EBI2 block	CXCR6 block	CCR6 antag	ATG4B inh	Gli-Sufu block	APJ antagonist	APJ ag	UBC13 inh
CCC(=O)N1N=C(c2ccc(Cl)cc2)CC1c1ccco1 (stereo unspecified)	-4	6	5	7	1	7	0	6
COc1ccc2c(c1)c(C(=O)O)c(C)n2-c1ccccc1	1	7	2	0	1	17	0	-7
COc1cccc(/C=N\NC(=O)c2ccc(C)nc2)c1	4	-9	-13	6	·	-10	3	-2
CCOc1cc2[nH]c(=S)n(Cc3ccc(C)o3)c(=O)c2cc1OCC	17	5	2	19	12	-15	-2	1
O=C(c1ccc(F)cc1)C1CCN(C(=S)Nc2ccc(F)cc2)CC1	1	-3	10	-9	16	6	-1	-8
COc1ccc(C(CCN2CCOCC2)c2c(OC)cc(OC)c3c(C)cc(=O)oc23)cc1 (stereo unspecified)	-9	7	-3	-10	16	11	-3	4
Cc1ccc(C(=O)NC(=S)NNC(=O)COc2ccccc2C)cc1	-7	17	11	-3	-1	13	-3	-2
Cn1c(=O)c2c(ncn2CC(=O)N2CCN(c3ccccc3F)CC2)n(C)c1=O	-7	1	-9	-7	6	18	-3	3
Cc1ccc(S(=O)(=O)N(C)CC(=O)OCC(=O)NCCc2ccc(S(N)(=O)=O)cc2)cc1	1	10	-5	-3	3	13	-2	-14
COc1cccc(/C=N/NC(=O)CC2C(=O)NN=C2C)c1OC (stereo unspecified)	-5	0	12	-2	-1	11	-1	5
CCCc1cc(=O)oc2cc(OC(C)C(=O)NCC3CCC(C(=O)O)CC3)ccc12 (stereo unspecified)	6	1	-7	-12	-30	-1	-3	-14
Cc1ccc(Cl)cc1NC(=O)Nc1cccs1	-6	-7	12	5	17	3	-1	5
O=C(NN=C1CCCCCCCCCCC1)c1cccnc1	-8	-1	-3	-1	-5	-10	-1	4
Cc1cc(C)nc(N2CCN(C(=O)c3ccc(S(=O)(=O)N4CCCCCC4)cc3)CC2)n1	9	4	-20	1	15	-1	-5	18
CCOC(=O)CSc1nnc(CNC(=O)c2ccc([N+](=O)[O-])cc2)n1C	-9	-4	14	2	-3	-11	1	-22
CNC(=O)C(=O)Nc1c(O)c2ccccc2[nH]c1=O	0	-13	-6	29	-4	-23	3	-14
Cc1nc(NC(=O)CN2CCC(O)(c3ccc(F)cc3)CC2)sc1C	12	7	12	-4	8	-7	-1	8
Nn1cnc2scc(-c3ccco3)c2c1=O	-1	5	6	-10	-22	14	0	2
COc1ccc(N2CCN(CC(O)COC(c3ccccc3)c3ccccc3)CC2)cc1 (stereo unspecified)	7	8	13	0	18	17	-2	11
COc1ccc(N(CC(=O)NN=C2CCCCCCC2)S(=O)(=O)c2ccccc2)cc1Cl	3	1	20	13	-1	6	2	-2
O=C(Nc1ccc(-c2noc(CCc3ccccc3)n2)cc1)c1cccnc1	0	-7	-17	-4	1	-28	10	14
COc1ccc(CCNC(=O)C(=O)NCc2ccc(C)cc2)cc1OC	11	-4	-7	-11	-2	14	-5	-2
O=C(Nc1c2c(nn1-c1ccc(F)cc1)CS(=O)(=O)C2)c1ccc2c(c1)OCO2	1	9	14	-2	2	10	-4	8
CCn1nc(C(=O)N2CCc3ccccc32)c2ccccc2c1=O	-7	-2	9	-9	26	-7	2	-3
O=C(NCc1cccnc1)c1ccc(CS(=O)(=O)c2ccc(Br)cc2)o1	-3	-6	-7	10	19	-16	-4	5
Cc1ccc(N2C(=O)c3ccccc3NC2C(C)Cc2ccc3c(c2)OCO3)cc1 (stereo unspecified)	10	10	2	14	-14	4	-4	24
O=C(O)COc1ccc(C(=O)c2ccccc2)cc1	-8	-2	6	-4	4	-13	1	12
COc1ccc(-c2coc3cc4oc(=O)c5ccccc5c4cc23)cc1F	5	0	-3	7	42	14	-2	14
COc1ccc(Br)cc1/C=N/NC(=O)c1ccc(OC)c(OC)c1	1	-7	4	-25	-6	11	-3	-33
CCC(C)(C)NC(=O)C(c1cccn1C)N(C(=O)Cn1nnc2ccccc21)c1ccccc1OC (stereo unspecified)	5	-7	-8	-10	2	-5	-3	6
O=C(COC(=O)c1cccc(S(=O)(=O)N2CCN(c3ccccc3)CC2)c1)NCc1ccco1	-3	8	25	8	2	5	-2	-6
CCS(=O)(=O)N1CCN(C(=O)c2ccc(-c3ccccc3)cc2)CC1	83*	1	-23	0	36	8	1	4
O=C(Cc1ccc(NC(=O)C2CCN(C(=O)C3CCC3)CC2)cc1)Nc1cccc(C(=O)N2CCCC2)c1	-4	-2	1	4	-7	·	·	·
CCn1c(C)c(C(C)=O)c(N2CCC(C(N)=O)CC2)nc1=S	0	-2	4	1	2	-6	2	7
